EPAC2 agonist: qHTS for Agonist of cAMP-regulated guanine nucleotide exchange factor 4 (EPAC2): primary screen; 360,000 compounds, 0.079% hits; AID 720711, 2013; EPAC2 activation, biochemical qHTS; response scale: 100% = 6.5 mM cAMP response; Potency, µM (highest dose often 154 µM), for the others: at the highest dose activation, hits mostly activators; further: potency means the concentration at half of the fitted maximal effect; nearly all actives have a fitted effect of over 50% in size
Target sequence (Q8WZA2 whole entry, looked up): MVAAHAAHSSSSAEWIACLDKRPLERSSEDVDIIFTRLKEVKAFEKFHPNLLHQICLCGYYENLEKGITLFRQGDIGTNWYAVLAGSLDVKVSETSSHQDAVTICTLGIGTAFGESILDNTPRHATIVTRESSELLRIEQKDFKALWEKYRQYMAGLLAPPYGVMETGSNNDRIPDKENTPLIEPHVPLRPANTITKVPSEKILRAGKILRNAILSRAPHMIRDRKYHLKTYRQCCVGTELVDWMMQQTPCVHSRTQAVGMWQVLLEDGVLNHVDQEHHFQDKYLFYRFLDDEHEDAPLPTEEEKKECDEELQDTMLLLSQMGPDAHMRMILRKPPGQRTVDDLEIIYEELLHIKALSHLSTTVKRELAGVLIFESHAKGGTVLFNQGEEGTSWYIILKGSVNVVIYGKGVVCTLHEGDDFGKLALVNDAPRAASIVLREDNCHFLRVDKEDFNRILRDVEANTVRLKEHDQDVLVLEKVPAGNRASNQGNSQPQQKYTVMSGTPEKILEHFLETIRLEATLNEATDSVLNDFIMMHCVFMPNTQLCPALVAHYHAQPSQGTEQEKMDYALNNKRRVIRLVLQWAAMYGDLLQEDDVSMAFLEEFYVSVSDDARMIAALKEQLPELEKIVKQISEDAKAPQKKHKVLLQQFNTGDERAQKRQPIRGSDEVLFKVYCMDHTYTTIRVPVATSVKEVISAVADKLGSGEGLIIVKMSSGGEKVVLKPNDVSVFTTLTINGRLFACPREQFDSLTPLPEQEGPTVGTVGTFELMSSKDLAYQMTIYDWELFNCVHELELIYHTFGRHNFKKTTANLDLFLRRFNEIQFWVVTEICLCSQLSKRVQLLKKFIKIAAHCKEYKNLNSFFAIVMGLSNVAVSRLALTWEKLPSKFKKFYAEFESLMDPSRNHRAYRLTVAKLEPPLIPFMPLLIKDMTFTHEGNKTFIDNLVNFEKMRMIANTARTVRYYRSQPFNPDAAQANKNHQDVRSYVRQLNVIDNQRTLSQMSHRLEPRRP
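Setup: EPAC2 100 nM, labeled Rap1B complex 250 nM, free GDP 50 uM. Compound titrations pinned in, brief spin, 5 min room temperature incubation. Kinetic fluorescence read over 30 min, normalized to 6.5 mM cAMP.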
TGFb SMAD3 inh: qHTS for Inhibitors of TGF-b; HepG2 CAGA-GFP TGF-b/SMAD3 reporter, GFP fluorescence, 18 h; TGF-beta stimulated, 500 pg/mL final; Potency, µM (titrated, usually from 46.1 µM), without a hit: at the highest dose activity, negative = inhibition, actives largely listed as inhibitors; 410,000 compounds, 1.2% hits; AID 588855, 2011; further: potency means the concentration at half of the fitted maximal effect; on the % scale 0 is the no-effect control and ±100 the full control effect; nearly all actives have a fitted effect of over 65% in size
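HEPG2 CAGA-GFP cells (1000/well, DMEM with 1% FBS) were pre-incubated 2 h at 37 degrees C, given compound by pin tool, then stimulated with TGF-beta at 500 pg/mL final for 18 h before per-cell GFP fluorescence imaging.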
Nrf2 ARE act: qHTS of Nrf2 Activators; 410,000 compounds, 0.31% hits; Potency, µM (doses to about 46.1 µM), for the others: top-dose activation, hits mostly activators; AREc32 ARE-luciferase reporter (MCF7-derived line), luminescence, 24 h; further: potency means the concentration at half of the fitted maximal effect; % of control where 0% means no effect; nearly all actives have a fitted effect of over 65% in size
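Reporter line AREc32 (ARE-Fluc), seeded overnight in OPTI-MEM with 5% FBS; compound pin-transferred, 24 hr at 37 deg C, 5% CO2; luminescent read-out.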
S2 tox: Viability Counterscreen for Primary qHTS for Inhibitors of ATXN expression. S2 cells (HEK-293 line with an ATXN2-luciferase reporter) viability, CellTiter-Fluor protease fluorescence, 24 h. Potency, µM (top dose mostly 56.7 µM), actives largely listed as cytotoxic. 400,000 compounds, 0.49% hits; further: potency means the concentration at half of the fitted maximal effect; nearly all actives have a fitted effect of over 40% in size
HepG2 viability: qHTS for Inhibitors of TGF-b: Cytotox Counterscreen. 410,000 compounds, 0.76% hits. Potency, µM (top dose mostly 46.1 µM), for the others: at the highest dose activity change, negative = cytotoxicity, hits mostly cytotoxic. HepG2 CAGA-GFP viability, ATP luminescence, 18 h. AID 588856, 2011; further: potency means the concentration at half of the fitted maximal effect; some results filed as inactive show a strong effect at the top dose
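HepG2 CAGA-GFP cells (1000/well, DMEM with 1% FBS) received compound, then TGF-beta at 500 pg/mL final, and were incubated 18 hours at 37 degrees C. Viability was read by CellTiter-Glo luminescence. Media-only wells were set as complete cell-killing and DMSO as no toxicity.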
A549 viability: Nrf2 qHTS screen for inhibitors: counterscreen for cytotoxicity. A549 ARE-Fluc cells, CellTiter-Fluor viability, 18-24 h. Potency, µM (doses to about 46 µM), inactives show top-dose activity change, negative = cytotoxicity, usual class: inhibitors. 390,000 compounds, 0.16% hits; further: potency means the concentration at half of the fitted maximal effect; on the % scale 0 is the no-effect control and ±100 the full control effect
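A549 ARE-Fluc cells in 5% FBS OPTI-MEM, 5000 cells/well, rested 2 h then exposed to compounds in concentration-response for 18-24 h at 37 °C. Viability by CellTiter-Fluor fluorescence (Ex 405/Em 525) after 30 min; luciferase luminescence (BugLite, 15 min, RT) read afterwards.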
IL-2 act: qHTS of IL-2 Activators. activation, % (series mostly up to about 46 µM). IL-2 activation reporter assay, cell-based qHTS; stimulated with anti-CD3/CD4/CD28 beads; in transgenic mouse T cells. 360,000 compounds, 0.065% hits; in the data active means activation above about 50%; inconclusive means mostly about 30% to 49%; further: 0% is about no effect
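Readout: EGFP and DsRed signals by fluorescent plate cytometry. Unstimulated transgenic mouse T cells received compound 60 min before antibody-bead stimulation, then incubated 18 h at 37 degrees C.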
ATXN2 expr inh: Primary qHTS for Inhibitors of ATXN expression; Potency, µM (highest dose often 57 µM), for inactives: at the highest dose activity change, negative = inhibition, hits mostly inhibitors; HEK-293 ATXN2-luciferase reporter, luminescence, 24 h; AID 1745845, 2022; 360,000 compounds, 0.72% hits; further: potency means the concentration at half of the fitted maximal effect; on the % scale 0 is the no-effect control and ±100 the full control effect; nearly all actives have a fitted effect of over 55% in size
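ATXN2-luciferase reporter cells (luciferase flanked by upstream and downstream ATXN2 gene portions) were treated 24 h at 37 °C with compounds at up to 57 uM. SteadyGlo luminescence gave expression; GF-AFC fluorescence gave viability.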
Nrf2 inh: Nrf2 qHTS screen for inhibitors. A549 ARE-Fluc reporter, luciferase luminescence, 18-24 h. Potency, µM (titrated, usually from 46 µM), without a hit: at the highest dose activity change, negative = inhibition, hits mostly inhibitors. 360,000 compounds, 2.1% hits. AID 504444, 2011; further: potency means the concentration at half of the fitted maximal effect; on the % scale 0 is the no-effect control and ±100 the full control effect; nearly all actives have a fitted effect of over 60% in size
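Nrf2 function is reported as luminescence of an ARE-controlled luciferase in A549 cells. Compounds were tested at several concentrations, and a CellTiter-Fluor read on the same wells flagged cytotoxicity.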
Active calls of the source: *; & = joins results of further samples; [ ] = another dose, or the depositor's remark. Unless noted, the call rests on the fitted dose curve; in most records, active means well fitted curve in the direction sought with a large enough effect; inconclusive means small, poorly fitted or top-dose-only effect, or another doubt; inactive means no such curve, though single readings can be large; an effect the other way counts as inactive or inconclusive.

Start of the data: the first 2 entries, to show the layout:
What do the screens show for `COc1ccc2[nH]c(CN3CCC(CO)(CCOc4ccccc4)CC3)c(C)c2c1`?
EPAC2 agonist: -17%; TGFb SMAD3 inh: inconclusive; Nrf2 ARE act: 0.4%; S2 tox: inactive; HepG2 viability: -11%; A549 viability: -6%; IL-2 act: -0.8; ATXN2 expr inh: 52%[activator]; Nrf2 inh: 12%

How did CC(=O)NNc1nc2ccccc2s1 do in these assays?
EPAC2 agonist: -3%; TGFb SMAD3 inh: -8%; Nrf2 ARE act: 0.0%; S2 tox: inactive; HepG2 viability: 7%; A549 viability: -13%; IL-2 act: 2.0; ATXN2 expr inh: 8%; Nrf2 inh: -16%

This part in full (from the top)
What do the screens show for `COc1ccc2[nH]c(CN3CCC(CO)(CCOc4ccccc4)CC3)c(C)c2c1`?
EPAC2 agonist: -17%; TGFb SMAD3 inh: inconclusive; Nrf2 ARE act: 0.4%; S2 tox: inactive; HepG2 viability: -11%; A549 viability: -6%; IL-2 act: -0.8; ATXN2 expr inh: 52%[activator]; Nrf2 inh: 12%

How did CC(=O)NNc1nc2ccccc2s1 do in these assays?
EPAC2 agonist: -3%; TGFb SMAD3 inh: -8%; Nrf2 ARE act: 0.0%; S2 tox: inactive; HepG2 viability: 7%; A549 viability: -13%; IL-2 act: 2.0; ATXN2 expr inh: 8%; Nrf2 inh: -16%

Results for COc1ccc(N=Cc2c(OC)ccc3ccccc23)cc1 ?
EPAC2 agonist: 0%; TGFb SMAD3 inh: 0%; Nrf2 ARE act: 3.1%; S2 tox: inactive; HepG2 viability: -32%; A549 viability: -1%; IL-2 act: -0.5; ATXN2 expr inh: 12%; Nrf2 inh: 1%

Results for CCOC(=O)N1CCc2c(sc3c2c(=O)n(Cc2ccccc2)c(=O)n3CC(=O)NCC2CCCO2)C1 (configuration not stated) ?
EPAC2 agonist: 8%; TGFb SMAD3 inh: 14%; Nrf2 ARE act: -0.4%; S2 tox: inactive; HepG2 viability: 8%; A549 viability: -2%; IL-2 act: -2.4; ATXN2 expr inh: -3%; Nrf2 inh: 15%

How did CCC1CCCCN1CCCNC(=O)c1cn(CC)c2ccc(S(=O)(=O)N(C)C3CCCCC3)cc2c1=O (configuration not stated) do in these assays?
EPAC2 agonist: 6%; TGFb SMAD3 inh: inconclusive; Nrf2 ARE act: -0.5%&0.5%; S2 tox: inconclusive; HepG2 viability: -55%&-23%; A549 viability: 0%&-4%; IL-2 act: 1.8; ATXN2 expr inh: -8%; Nrf2 inh: 2%&-4%

How did Cc1cccc(-c2nnc(SCC(=O)Nc3ccc(C)c(C)c3)o2)c1 do in these assays?
TGFb SMAD3 inh: -3%; Nrf2 ARE act: 0.0%; S2 tox: inactive; HepG2 viability: -36%; A549 viability: 3%; ATXN2 expr inh: 48%[activator]; Nrf2 inh: inconclusive

What do the screens show for `CC(=O)N(c1ccccc1)c1nc2ccccc2s1`?
EPAC2 agonist: 8%; TGFb SMAD3 inh: -4%; Nrf2 ARE act: 0.3%; S2 tox: inactive; HepG2 viability: -10%; A549 viability: -1%; IL-2 act: 0.0; ATXN2 expr inh: 28%; Nrf2 inh: inconclusive

How did O=C(/C=C/c1ccco1)NCc1ccc(F)cc1 do in these assays?
EPAC2 agonist: 2%; TGFb SMAD3 inh: 13%; Nrf2 ARE act: inconclusive; S2 tox: inactive; HepG2 viability: -3%; A549 viability: 10%; IL-2 act: -1.0; ATXN2 expr inh: 15%; Nrf2 inh: inconclusive

What do the screens show for `O=C(O)C1Cc2[nH]cnc2C(c2ccc(F)cc2)N1` (configuration not stated)?
EPAC2 agonist: 3%; TGFb SMAD3 inh: -4%; Nrf2 ARE act: -0.3%; S2 tox: inactive; HepG2 viability: 0%; A549 viability: 1%; IL-2 act: -2.1; Nrf2 inh: 8%

What do the screens show for `CCOC(=O)C1=C(C(=O)OCC)N(Cc2ccccc2)CCC1=O`?
EPAC2 agonist: 6%; TGFb SMAD3 inh: -13%; Nrf2 ARE act: -0.3%; S2 tox: inactive; HepG2 viability: -22%; A549 viability: 12%; IL-2 act: 0.2; ATXN2 expr inh: 3%; Nrf2 inh: -12%

What do the screens show for `N#Cc1ccccc1Cn1c(=O)n(Cc2ccc(C(=O)NC3CCN(Cc4ccccc4)CC3)cc2)c(=O)c2ccccc21`?
TGFb SMAD3 inh: 1%; Nrf2 ARE act: -0.4%; S2 tox: inactive; HepG2 viability: 0%; A549 viability: -2%; ATXN2 expr inh: 10%; Nrf2 inh: 20%

How did O=C(CN1CCOCC1)Nc1ccc(Cl)cn1 do in these assays?
EPAC2 agonist: 7%; TGFb SMAD3 inh: 8%; Nrf2 ARE act: 0.0%[9.22 µM]; S2 tox: inactive; HepG2 viability: 2%; A549 viability: 8%; IL-2 act: -2.1; ATXN2 expr inh: 8%; Nrf2 inh: 7%

How did CCOC(=O)c1ccc(-c2c(-c3ccccc3OC)sc3ccc(OC)cc23)cc1F do in these assays?
EPAC2 agonist: 9%; TGFb SMAD3 inh: -8%; Nrf2 ARE act: inconclusive; S2 tox: inactive; HepG2 viability: -11%; A549 viability: 13%; IL-2 act: 0.3; ATXN2 expr inh: 4%; Nrf2 inh: 5%

What do the screens show for `CC(OC(=O)CCC1CCCC1)C(=O)Nc1ccccc1[N+](=O)[O-]` (configuration not stated)?
EPAC2 agonist: 0%; TGFb SMAD3 inh: inconclusive; Nrf2 ARE act: -0.2%; S2 tox: inactive; HepG2 viability: 2%; A549 viability: -2%; IL-2 act: -3.8; ATXN2 expr inh: 6%; Nrf2 inh: 11%

What do the screens show for `CCC(=O)Nc1ccc(C(=O)OCC(=O)c2cccs2)cc1`?
EPAC2 agonist: 9%; TGFb SMAD3 inh: 5%; Nrf2 ARE act: 2.4%; S2 tox: inactive; HepG2 viability: 1%; A549 viability: 1%; IL-2 act: -1.1; ATXN2 expr inh: 13%; Nrf2 inh: 3%

Results for CC(=C/c1ccccc1)/C=N/NC(=O)c1ccc2nc[nH]c2c1 ?
EPAC2 agonist: -1%; TGFb SMAD3 inh: 2%; Nrf2 ARE act: 0.4%; S2 tox: inactive; HepG2 viability: 1%; A549 viability: 3%; IL-2 act: -3.2; ATXN2 expr inh: 22%; Nrf2 inh: -10%

Results for O=C1C2C3C=CC(CC3)C2C(=O)N1c1ccccc1[N+](=O)[O-] (configuration not stated) ?
EPAC2 agonist: 10%; TGFb SMAD3 inh: -10%; Nrf2 ARE act: 0.0%; S2 tox: inactive; HepG2 viability: -147%; A549 viability: 0%; IL-2 act: 0.3; ATXN2 expr inh: -10%; Nrf2 inh: 3%

What do the screens show for `CCN(CCCNC(=O)c1cc2c(=O)n(CC)c3ccccc3c2s1)c1cccc(C)c1`?
TGFb SMAD3 inh: 10%; Nrf2 ARE act: 0.1%; S2 tox: inactive; HepG2 viability: 2%; A549 viability: 1%; ATXN2 expr inh: -23%; Nrf2 inh: -1%

Results for Cn1nnc(NC(=S)NC(=O)c2ccc(-c3ccc(Br)cc3)o2)n1 ?
EPAC2 agonist: -7%; TGFb SMAD3 inh: inconclusive; Nrf2 ARE act: 3.3%; S2 tox: inactive; HepG2 viability: 5%; A549 viability: -2%; IL-2 act: -2.4; ATXN2 expr inh: -10%; Nrf2 inh: inconclusive

What do the screens show for `Nc1nnc2c(n1)[nH]c1ccccc12`?
TGFb SMAD3 inh: -6%; Nrf2 ARE act: 0.8%; S2 tox: inactive; HepG2 viability: -2%; A549 viability: -8%; ATXN2 expr inh: -1%; Nrf2 inh: 24%

How did CCN(CC)CCNC(=O)c1ccc(NC(=O)COc2ccc3c(c2)CCC3)cc1 do in these assays?
EPAC2 agonist: 8%; TGFb SMAD3 inh: -12%; Nrf2 ARE act: 0.1%; S2 tox: inactive; HepG2 viability: -43%; A549 viability: 1%; IL-2 act: 2.5; ATXN2 expr inh: -37%; Nrf2 inh: 9%

What do the screens show for `CC(=O)Nc1ccc(SC[C@H](Cc2ccccc2)N2CC[C@@H](C)CCC2=O)cc1`?
EPAC2 agonist: 5%; TGFb SMAD3 inh: inconclusive; Nrf2 ARE act: -0.1%; S2 tox: inconclusive; HepG2 viability: 5%&-30%; A549 viability: -10%; IL-2 act: -1.4; ATXN2 expr inh: -13%; Nrf2 inh: -17%

Results for Cc1ccc(-c2nn(-c3ccccc3)cc2C2CC(c3ccccc3)=NN2C(=O)CCC(=O)O)cc1 (configuration not stated) ?
EPAC2 agonist: 0%; TGFb SMAD3 inh: -13%; Nrf2 ARE act: -0.2%; S2 tox: inactive; HepG2 viability: 7%; A549 viability: -7%; IL-2 act: -2.1; ATXN2 expr inh: -17%; Nrf2 inh: 21µM*

Results for CCCOC(=O)c1c(NC(=O)C2CCCO2)sc(C(=O)OC)c1C (configuration not stated) ?
EPAC2 agonist: -7%; TGFb SMAD3 inh: 11%; Nrf2 ARE act: -1.0%; S2 tox: inactive; HepG2 viability: -1%; A549 viability: 7%; IL-2 act: -1.3; ATXN2 expr inh: 32%[activator]; Nrf2 inh: -11%

What do the screens show for `COc1ccc(/C=N/NC(=O)C(=O)NCc2cccnc2)cc1`?
EPAC2 agonist: 3%; TGFb SMAD3 inh: -35%; Nrf2 ARE act: 0.1%; S2 tox: inactive; HepG2 viability: -4%; A549 viability: 6%; IL-2 act: -1.0; ATXN2 expr inh: 7%; Nrf2 inh: 9%
